Source: PubChem (Broad Institute)
XiGFP reactiv: X-chromosome reactivation activator | 0.055% of 360,000 active | activation, % at 7.58 µM | XiGFP mouse fibroblasts, % GFP-positive cells imaging, 3 d; cells co-treated with 5-aza-dC sensitizer; scaled so ellipticine positive control = 100%;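 active means mean normalized replicate activation at least 10% and every replicate at or above 10%; inconclusive means only one of the two criteria met; inactive means mean below 10% and not all replicates reach 10%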;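 further: 0% = median of on-plate neutral control wells and 100% = ellipticine 6 µM median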
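Material: XiGFP fibroblasts, SV40-immortalized. Buffer or medium: DMEM plus 5-aza-dC sensitizer. Compound: single concentration per compound, delivered by pin transfer. Times: 3 days compound exposure. Controls: ellipticine 6 µM.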
esBAF inh: blocks esBAF chromatin remodeling in mouse ES cells; reporter increase, % at 12.5 µM; Bmi1-luciferase knock-in reporter, 24 h; 100% = twice the neutral-well signal; 2% of 350,000 active; in the data active means activation above about 40%; inconclusive means no clear call, values can overlap the other calls;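 further: 0% = median of the plate's neutral control wells and 100% = double that signal; a rise in the Bmi1 reporter signal indicates esBAF inhibition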
CFTR F508del cor: CFTR F508del correction in bronchial cells | CFBE cells, YFP halide quenching; stimulated with forskolin plus potentiator P3; % fluorescence drop versus neutral controls | activity (quench increase), % at 7.58 µM | 0.36% of 350,000 active | AID 720511;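 active means mean added fluorescence quench of at least 8% versus neutral control, with both replicates also reaching 8%; inconclusive means only one of the mean or replicate conditions met; inactive means mean below 8% and not both replicates reaching 8%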;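 further: cells transiently co-express mutant CFTR-F508del with the halide-sensitive YFP; corrector assay measuring rescue of mutant channel to the surface after 24 h compound exposure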
ARNT-TACC3 inh: disruptors of human ARNT/TACC3 interaction | Q9Y6A5 | AlphaScreen His-ARNT PAS-B/GST-TACC3 binding, luminescence; TACC3 fragment carries E629A point mutation | inhibition, % at 9.99 µM | 0.66% of 390,000 active | AID 623870;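 active means mean inhibition of replicates at least 50% and at least half of replicates each reaching 50%; inconclusive means half or more replicates reach 50% but mean below 50%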;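 further: 0% = complete ARNT plus TACC3 wells and 100% = ARNT alone without TACC3; many hits fall short of the cut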
ERAP1 inh: blocks human ERAP1 aminopeptidase activity. Q9NZ08. recombinant ERAP1, Leu-AMC fluorescence, 60 min. inhibition, % at 10.7 µM. 0.15% of 340,000 active. AID 652197;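 active means mean replicate inhibition of at least 30%, or all replicates individually reaching that 30% level; inactive means mean below 30% and not every replicate reaching it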;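 further: 0% = neutral control wells and 100% = L-leucinethiol positive control wells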
Target sequence (Q9NZ08 whole entry, looked up): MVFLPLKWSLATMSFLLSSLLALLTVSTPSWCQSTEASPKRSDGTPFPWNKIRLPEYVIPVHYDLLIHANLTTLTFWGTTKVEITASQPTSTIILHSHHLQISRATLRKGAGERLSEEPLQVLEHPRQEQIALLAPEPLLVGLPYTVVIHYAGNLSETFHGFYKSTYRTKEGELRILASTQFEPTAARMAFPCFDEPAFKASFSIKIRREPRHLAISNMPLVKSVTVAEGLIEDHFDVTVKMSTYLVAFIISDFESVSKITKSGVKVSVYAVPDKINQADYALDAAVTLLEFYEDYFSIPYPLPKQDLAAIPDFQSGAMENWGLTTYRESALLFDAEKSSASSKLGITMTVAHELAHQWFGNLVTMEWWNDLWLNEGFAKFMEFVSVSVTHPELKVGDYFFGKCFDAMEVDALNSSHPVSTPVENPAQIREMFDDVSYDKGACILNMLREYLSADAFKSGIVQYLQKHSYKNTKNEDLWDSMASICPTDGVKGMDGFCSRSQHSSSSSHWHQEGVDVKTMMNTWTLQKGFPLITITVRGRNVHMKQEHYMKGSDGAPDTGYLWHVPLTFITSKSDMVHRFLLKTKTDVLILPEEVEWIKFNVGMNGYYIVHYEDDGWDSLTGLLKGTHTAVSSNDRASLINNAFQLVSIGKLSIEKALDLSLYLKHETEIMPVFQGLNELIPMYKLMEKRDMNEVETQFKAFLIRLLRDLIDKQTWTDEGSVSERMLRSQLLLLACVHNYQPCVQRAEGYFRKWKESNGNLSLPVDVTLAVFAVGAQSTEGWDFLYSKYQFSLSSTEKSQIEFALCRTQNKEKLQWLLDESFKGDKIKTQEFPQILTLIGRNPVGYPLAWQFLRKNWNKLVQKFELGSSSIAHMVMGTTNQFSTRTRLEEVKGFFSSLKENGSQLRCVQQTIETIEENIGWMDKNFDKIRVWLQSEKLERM
INS-1E GSIS act: GLuc luminescence reporter in INS-1E cells, primary screen for activators of glucose-dependent secretion of insulin; INS-1E GLuc reporter insulin secretion, 2-3 h; activation, % at 16.6 µM; 0.61% of 370,000 active; AID 743287;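 active means lowest replicate activation of at least 40%, so every replicate reaches that level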;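 further: 0% = median of neutral control wells and 100% = median of IBMX positive control wells; some compounds called inactive have numbers as strong as hits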
RAD52 anneal inh: blocks human RAD52 DNA annealing; P43351; recombinant RAD52 DNA annealing, FRET fluorescence; inhibition, % at 18.7 µM; 0.46% of 360,000 active;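 active means every replicate showing at least 50% inhibition; inconclusive means mean inhibition at least 50% but not in every replicate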
RAD54 inh: RAD54 (human) branch migration inhibition; Q92698; RAD54 Holliday junction branch migration, FAM/BHQ fluorescence; inhibition, % at 10.4 µM; 0.14% of 360,000 active; AID 602329;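 active means mean normalized replicate activity at least 40 and at least half of replicates scoring 40 or more; inconclusive means only one of the two criteria met; inactive means mean below 40 and under half of replicates reaching 40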;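 further: 0% = median of neutral control wells and 100% = median of positive control wells; inhibitors cause a drop in the FAM fluorescence signal; in these data hits start at about 50%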
Numbers without * were called inactive. Compounds as they come; 3.3% or so of the library scored in one or more.

Screening CCCNC(=O)Nc1ccc2c(c1)OC[C@@H](C)N(Cc1cncnc1)C[C@H](C)[C@H](OC)CN(C)C2=O returned XiGFP reactiv 0.3, esBAF inh 0, CFTR F508del cor 2.1, ARNT-TACC3 inh 31, ERAP1 inh 0, INS-1E GSIS act 14, RAD52 anneal inh -16 and RAD54 inh 0.
O=C(C[C@@H]1CC[C@@H](NC(=O)Cc2cccnc2)[C@@H](CO)O1)Nc1ccccc1 was read as XiGFP reactiv 0.2, CFTR F508del cor -1.4, ERAP1 inh 1, INS-1E GSIS act 3 and RAD52 anneal inh -5.
Screening Cc1ccc(C2=NN(C3=NN=C(N)Cc4ncnn43)C(O)(C(F)(F)F)C2)cc1 (stereo not given) returned XiGFP reactiv 0.0, ARNT-TACC3 inh -1, ERAP1 inh 15, INS-1E GSIS act -40 and RAD52 anneal inh -29.
Cc1cccc(C)c1NC(=O)Nc1ccccc1-n1ccnc1 was read as XiGFP reactiv 0.3, ERAP1 inh -2, INS-1E GSIS act 9 and RAD52 anneal inh -12.
Screening O=C(c1ccco1)N1CCN(Cc2cc(=O)c(OCc3ccccc3Cl)co2)CC1 returned XiGFP reactiv 0.0, esBAF inh -7, CFTR F508del cor -9.1, ARNT-TACC3 inh 3, ERAP1 inh -2, INS-1E GSIS act -4, RAD52 anneal inh 3 and RAD54 inh 0.
C[C@H]1CN([C@@H](C)CO)C(=O)c2cccc(NC(=O)C3CC3)c2O[C@@H]1CN(C)S(=O)(=O)c1ccc(Cl)cc1 was read as XiGFP reactiv -0.2, esBAF inh -3, CFTR F508del cor -0.2, ARNT-TACC3 inh -1, ERAP1 inh 0, INS-1E GSIS act 3, RAD52 anneal inh 10 and RAD54 inh -5.
For O=C(C[C@H]1CC[C@H](NC(=O)Nc2ccccc2F)[C@H](CO)O1)NCc1ccc(F)cc1 the results were XiGFP reactiv 0.4, CFTR F508del cor -0.4, ERAP1 inh 2, INS-1E GSIS act 8 and RAD52 anneal inh -14.
`NC(=S)NNc1cccc2cccnc12` gave XiGFP reactiv 0.0, esBAF inh 1, CFTR F508del cor 4.2, ARNT-TACC3 inh 65*, ERAP1 inh -1, INS-1E GSIS act -3, RAD52 anneal inh 29 and RAD54 inh 5.
For Cn1c(SCc2cccc(Cl)c2)nc(C(F)(F)F)cc1=O the results were esBAF inh -8, CFTR F508del cor 2.8, ARNT-TACC3 inh 3, ERAP1 inh 3, INS-1E GSIS act 4, RAD52 anneal inh 0 and RAD54 inh 8.
For C[C@@H]1CN([C@@H](C)CO)C(=O)c2cc(NC(=O)Cc3cn(C)c4ccccc34)ccc2O[C@H]1CN(C)C(=O)Nc1ccc(F)cc1 the results were XiGFP reactiv -0.8, esBAF inh 2, CFTR F508del cor 2.3, ARNT-TACC3 inh 11, ERAP1 inh 0, INS-1E GSIS act 5, RAD52 anneal inh -25 and RAD54 inh -4.
For Cc1cc(C)cc(NC(=O)CSc2nnc(-c3cc(C)[nH]n3)n2N)c1 the results were XiGFP reactiv 0.0, esBAF inh -2, CFTR F508del cor 1.5, ARNT-TACC3 inh -2, ERAP1 inh -2, INS-1E GSIS act 5, RAD52 anneal inh -12 and RAD54 inh -15.
CCCCN1CC(=O)N2[C@H]3c4ccc(OC)cc4OC[C@@H]3[C@H](c3ccccc3)[C@]2(C)C1=O was read as XiGFP reactiv 0.0, esBAF inh -4, CFTR F508del cor 0.7, ARNT-TACC3 inh 5, ERAP1 inh -1, RAD52 anneal inh -24 and RAD54 inh -3.
Screening CC(=O)OCC[n+]1c(C)n(-c2ccccc2)c2ccc(Cl)cc21 returned XiGFP reactiv 0.1, esBAF inh -7, CFTR F508del cor -1.1, ARNT-TACC3 inh 2, ERAP1 inh 17, INS-1E GSIS act 3, RAD52 anneal inh 0 and RAD54 inh 1.
Screening Cc1ccc(S(=O)(=O)NCCC(=O)OCc2ccc([N+](=O)[O-])cc2)cc1C returned XiGFP reactiv -0.1, CFTR F508del cor -0.3, ARNT-TACC3 inh 0, ERAP1 inh -1, INS-1E GSIS act -16 and RAD52 anneal inh -6.
For CCCC#Cc1ccc([C@@H]2[C@@H](CO)N3C(=O)CN(C(=O)Nc4ccc(F)cc4)C[C@@H]23)cc1 the results were XiGFP reactiv 0.5, CFTR F508del cor 2.1, ERAP1 inh 0, INS-1E GSIS act -29 and RAD52 anneal inh 6.
`COc1ccc(-c2noc(CCC(=O)NCC3CCCO3)n2)cc1` (stereo not given) gave XiGFP reactiv 0.3, CFTR F508del cor 0.9, ARNT-TACC3 inh -8, INS-1E GSIS act 1 and RAD52 anneal inh -20.
Screening O=C(C[C@H]1C[C@@H]2c3cc(NC(=O)C4CCC4)ccc3O[C@@H]2[C@H](CO)O1)NCc1ccccn1 returned XiGFP reactiv 0.2, esBAF inh 4, CFTR F508del cor 0.1, ARNT-TACC3 inh -5, ERAP1 inh -2, INS-1E GSIS act 23, RAD52 anneal inh -17 and RAD54 inh 1.
Screening Cc1ccc(COC(=O)c2cccc(S(=O)(=O)N3CCCCC3)c2)cc1 returned XiGFP reactiv -0.1, esBAF inh -6, CFTR F508del cor 0.4, ARNT-TACC3 inh 14, ERAP1 inh -1, INS-1E GSIS act 12, RAD52 anneal inh -17 and RAD54 inh 3.
`COc1cccc(CN(C)C[C@@H]2OCc3ccccc3-c3c(n(C)c4ccccc34)C(=O)N([C@H](C)CO)C[C@H]2C)c1` gave XiGFP reactiv -1.1, CFTR F508del cor 6.5, ERAP1 inh 0, INS-1E GSIS act -7 and RAD52 anneal inh 38.
For Cc1ccc(S(=O)(=O)Nc2ccc3c(c2)CC(=O)N([C@@H](C)CO)C[C@H](C)[C@@H](CN(C)Cc2ccc4c(c2)OCO4)O3)cc1 the results were XiGFP reactiv 0.3, esBAF inh 7, CFTR F508del cor 2.1, ARNT-TACC3 inh 12, ERAP1 inh -1, INS-1E GSIS act -20, RAD52 anneal inh 17 and RAD54 inh -4.
`COc1ccccc1NC(=O)N1C[C@@H](O)COC[C@H]2O[C@@H](CC(=O)N3CCC(Cc4ccccc4)CC3)CC[C@@H]21` gave XiGFP reactiv 0.4, esBAF inh -1, CFTR F508del cor 1.4, ARNT-TACC3 inh 12, INS-1E GSIS act -28 and RAD54 inh 7.
`CC(C)NC(=O)Nc1ccc2c(c1)C(=O)N([C@@H](C)CO)C[C@H](C)[C@@H](CN(C)C(=O)NC1CCCCC1)O2` gave XiGFP reactiv 0.3, esBAF inh -10, CFTR F508del cor 1.0, ARNT-TACC3 inh -8, ERAP1 inh 3, INS-1E GSIS act 5, RAD52 anneal inh 10 and RAD54 inh -12.
Screening COc1ccc(S(=O)(=O)N2CCCCC2)cc1NC(=O)CCc1nc2ccccc2c(=O)[nH]1 returned XiGFP reactiv 0.0, esBAF inh 3, CFTR F508del cor 1.1, ARNT-TACC3 inh -10, ERAP1 inh 2, INS-1E GSIS act 3, RAD52 anneal inh -6 and RAD54 inh -8.
Screening Nc1nc(NCc2ccco2)nc(N2CCCCC2)c1[N+](=O)[O-] returned XiGFP reactiv 0.0, ARNT-TACC3 inh 4, INS-1E GSIS act 29 and RAD54 inh 2.
`O=C(Nc1ccccc1)[C@@H]1CCCN1S(=O)(=O)c1ccc(Cl)cc1` gave XiGFP reactiv 0.0, esBAF inh -1, CFTR F508del cor -1.8, ARNT-TACC3 inh 2, ERAP1 inh -2, INS-1E GSIS act -19, RAD52 anneal inh -18 and RAD54 inh 5.
For Cc1c(C)n2c(SCC(=O)N3CCN(c4ccccc4)CC3)nnc2[nH]c1=O the results were XiGFP reactiv -0.1, esBAF inh -3, CFTR F508del cor 2.0, ARNT-TACC3 inh -4, ERAP1 inh 0, INS-1E GSIS act 22, RAD52 anneal inh -2 and RAD54 inh 2.
CCn1c(N2CCN(S(=O)(=O)c3ccc(Cl)cc3)CC2)nc2ccccc21 was read as XiGFP reactiv 0.0, CFTR F508del cor -0.1, ARNT-TACC3 inh -1, ERAP1 inh -5 and RAD52 anneal inh -14.
For O=C(N[C@H]1CC[C@@H](CCNC(=O)C2CCC2)O[C@@H]1CO)c1ccccn1 the results were XiGFP reactiv -0.7, esBAF inh -3, CFTR F508del cor 2.5, ARNT-TACC3 inh -5, ERAP1 inh 2, INS-1E GSIS act 23, RAD52 anneal inh -6 and RAD54 inh -5.
For Cc1ccc(S(=O)(=O)N[C@@H]2CC[C@@H](CC(=O)NCCc3ccncc3)O[C@H]2CO)cc1 the results were XiGFP reactiv -0.2, esBAF inh -4, CFTR F508del cor -4.6, ERAP1 inh -1, INS-1E GSIS act 16, RAD52 anneal inh -2 and RAD54 inh -1.
`CCC(=O)N1C[C@H](C)[C@@H](OC)CN(C)C(=O)c2cc(NC(=O)C3CC3)ccc2OC[C@@H]1C` gave XiGFP reactiv 0.2, esBAF inh 0, CFTR F508del cor 0.0, ARNT-TACC3 inh -8, ERAP1 inh -2, INS-1E GSIS act -4, RAD52 anneal inh 2 and RAD54 inh 2.
For CC1(C)CC(=O)C2=C(C1)OC(N)=C(C#N)C2c1ccccc1 (stereo not given) the results were esBAF inh 8, ARNT-TACC3 inh -1, ERAP1 inh 3, INS-1E GSIS act 1, RAD52 anneal inh -9 and RAD54 inh 9.
CN(Cc1cccc(F)c1)C(=O)c1ccccc1Sc1ccccc1C#N was read as XiGFP reactiv 0.0, esBAF inh -3, CFTR F508del cor -0.7, ERAP1 inh -6, INS-1E GSIS act -26, RAD52 anneal inh 0 and RAD54 inh -17.
Screening COc1cc(NC(=O)CCl)ccc(=O)c1 returned XiGFP reactiv -0.1, CFTR F508del cor -5.2, ERAP1 inh 9, INS-1E GSIS act 5, RAD52 anneal inh -12 and RAD54 inh 0.
O=C(NCC1CCN(C(=O)C(=O)c2cc3ccccc3o2)CC1)c1ccc2c(c1)OCCCO2 was read as XiGFP reactiv 0.0, CFTR F508del cor 3.3, ERAP1 inh 5, INS-1E GSIS act -10 and RAD52 anneal inh -11.
CCOC(=O)C1(CC2CC2)CCN(Cc2cc(Cl)c(O)c(OC)c2)CC1 was read as XiGFP reactiv 0.3, CFTR F508del cor 2.7, ARNT-TACC3 inh 3, ERAP1 inh 21, INS-1E GSIS act -3, RAD52 anneal inh -7 and RAD54 inh -14.
For O=C(Nc1ccc2oc(-c3ccccc3F)nc2c1)c1ccco1 the results were XiGFP reactiv 0.5, esBAF inh inconclusive, CFTR F508del cor 0.4, ERAP1 inh -1, INS-1E GSIS act 9, RAD52 anneal inh 1 and RAD54 inh -1.
COCC#Cc1ccc2c(c1)O[C@@H](CN(C)C(=O)C1CCCCC1)[C@H](C)CN([C@@H](C)CO)S2(=O)=O was read as XiGFP reactiv -0.2, esBAF inh -5, CFTR F508del cor -1.1, ARNT-TACC3 inh 0, ERAP1 inh 3, INS-1E GSIS act 1, RAD52 anneal inh -12 and RAD54 inh -4.
`Cc1ccc(NC(=O)CN2C(=O)NC3(CCCC3)C2=O)c(Cl)c1` gave XiGFP reactiv 0.1, esBAF inh -1, CFTR F508del cor 1.3, ERAP1 inh 1, INS-1E GSIS act -7, RAD52 anneal inh -8 and RAD54 inh 1.
Screening C/C=C/c1ccc([C@H]2[C@@H](CO)N(C(C)=O)[C@H]2CN(C)S(C)(=O)=O)cc1 returned XiGFP reactiv 0.2, esBAF inh -5, CFTR F508del cor -1.6, ARNT-TACC3 inh 4, INS-1E GSIS act -7 and RAD54 inh 3.
Screening N#Cc1nc(-c2cccs2)oc1NCCCN1CCOCC1 returned esBAF inh -3, CFTR F508del cor 1.2, ARNT-TACC3 inh -4, ERAP1 inh -3, INS-1E GSIS act 1, RAD52 anneal inh -6 and RAD54 inh 4.
